Bioassay records deposited in PubChem BioAssay by several laboratories.
HIV RNase H inh: blocks HIV-1 RNase H cleavage of RNA/DNA duplex; P04585; RT-RNase H RNA/DNA duplex cleavage, fluorescence; inhibition, % at 10 µM; hit rate 1.9% among 65,000; AID 565; in the data active = inhibition above about 50%
RmlCD inh mix: mixture blocks RmlC and RmlD coupled enzyme activity. inhibition, % at 5.5 µM. hit rate 0.39% among 110,000. RmlC/RmlD coupled enzyme inhibition, 384-well mixture HTS; in the data active = inhibition above about 30%, passing the limit was not always enough; note: strong numbers were not always called active
Starred values were filed as active, the others as inactive; nt = not tested or not shown; & = joins results of further samples. The list is partial; count on the stated rates, not on these rows.

| canonical_smiles | HIV RNase H inh | RmlCD inh mix |
| --- | --- | --- |
| CC(C)n1nc(C(=O)OCC(=O)N(C)C2CCS(=O)(=O)C2)c2ccccc2c1=O (centres undefined) | 22 | 0 |
| CCn1nnnc1SCC(=O)Nc1nc(-c2cccs2)cs1 | -2 | 7 |
| CC(C)(C)C(=O)OCc1cn(-c2ccc(Cl)cc2)nn1 | nt | 14 |
| Cn1nnc(-c2ccc(OCc3ccccc3F)cc2)n1 | -7 | -23 |
| CC/C(=N\n1nnnc1Nc1ccccc1)c1ccccc1 | nt | -8 |
| O=C(Nc1cnc2ccccn2c1=O)c1ccc(Cl)cc1 | nt | -10 |
| Cc1cc(NC(=O)NC2(C(F)(F)F)Oc3ccc(Cl)cc3O2)no1 (centres undefined) | nt | 6 |
| O=c1c2ccccc2nnn1CSc1nnc(-c2ccco2)o1 | -71 | -11 |
| Cc1coc2c(C)c3oc(=O)c4c(c3cc12)CCCC4 | -7 | -61 |
| O=C(Cc1cc(=O)[nH][nH]1)N/N=C/C(Cl)=C/c1ccccc1 | nt | -24&4 |
| O=C(Cc1ccccc1)N/N=C/c1ccc([N+](=O)[O-])s1 | nt | 0 |
| Cc1cc(C)cc(NC(=O)CSCc2cnn(-c3ccccc3)c2-n2cccc2)c1 | nt | 8 |
| CC1=C(C(=O)NCc2ccccc2)C(c2cc(Br)cc(Br)c2OC(C)C)NC(=O)N1 (centres undefined) | nt | -5 |
| CC(C)(C)C(O)C(Oc1ccc(Cl)cc1)n1cncn1 (centres undefined) | -7 | 4 |
| O=C(C1=C(O)C(=O)N(CCN2CCOCC2)C1c1ccncc1)c1ccco1 (centres undefined) | -6 | -9 |
| COC(=O)c1ccc(OC(=O)c2ccccn2)cc1 | 6 | -14 |
| COCc1ccc2oc(C(=O)O)cc2c1 | -16 | 12 |
| COCCN(C(=O)Cc1cccs1)C(C(=O)NCc1ccc(OC)cc1)c1ccc(C)cc1 (centres undefined) | nt | -4 |
| CS(=O)(=O)c1ccc(Sc2nc3ccccc3[nH]2)c([N+](=O)[O-])c1 | nt | -10 |
| O=C(COc1ncnc2sccc12)N1CCN(S(=O)(=O)c2ccc(Cl)cc2)CC1 | 10 | 0 |

An excerpt of these results, with each value named:
> O=C(Cc1ccccc1)N/N=C/c1ccc([N+](=O)[O-])s1
  HIV RNase H inh: nt | RmlCD inh mix: 0

> Cc1cc(C)cc(NC(=O)CSCc2cnn(-c3ccccc3)c2-n2cccc2)c1
  HIV RNase H inh: nt | RmlCD inh mix: 8

> CC1=C(C(=O)NCc2ccccc2)C(c2cc(Br)cc(Br)c2OC(C)C)NC(=O)N1 (centres undefined)
  HIV RNase H inh: nt | RmlCD inh mix: -5

> CC(C)(C)C(O)C(Oc1ccc(Cl)cc1)n1cncn1 (centres undefined)
  HIV RNase H inh: -7 | RmlCD inh mix: 4

The list goes on.
| canonical_smiles | HIV RNase H inh | RmlCD inh mix |
| --- | --- | --- |
| COCCN1C=C(C(=O)OC)C(c2ccc3c(c2)OCO3)C(C(=O)OC)=C1 | 3 | 7 |
| CC(=O)Nc1sc(C)c(C)c1C(=O)OC1CCOC1=O (centres undefined) | -9 | -12 |
| N/C(=N\OC(=O)C1CCCCC1)c1ccccn1 | nt | -10 |
| CCn1c(C(=O)N2CCC(C(=O)NCc3ccc4c(c3)OCO4)CC2)cc2sccc21 | -2 | 1 |
| Nn1cnc2sc3c(c2c1=O)CCC3 | nt | 19 |
| COc1ccc(/C=N/NC(=O)CN2CCS(=O)(=O)CC2)cc1 | nt | 8 |
| Cc1ccccc1C(=O)OCn1nnc2ccccc2c1=O | -51 | -19 |
| NC(N)=Nc1nc(CSCC/C(N)=N/S(N)(=O)=O)cs1 | -2 | -58 |
| Cc1cc(Nc2cc(F)ccc2C)n2nc(C)nc2n1 | -11 | nt |
| Cc1ccc(Cn2nnnc2CN2CCC(NC(=O)c3ccccc3F)CC2)cc1 | nt | -51 |

Reformatted with values under each structure: entries from further up
Values run as follows: HIV RNase H inh	RmlCD inh mix
> CCn1c(C(=O)N2CCC(C(=O)NCc3ccc4c(c3)OCO4)CC2)cc2sccc21
 : -2	1
> Nn1cnc2sc3c(c2c1=O)CCC3
 : nt	19
> COc1ccc(/C=N/NC(=O)CN2CCS(=O)(=O)CC2)cc1
 : nt	8
> Cc1ccccc1C(=O)OCn1nnc2ccccc2c1=O
 : -51	-19
> NC(N)=Nc1nc(CSCC/C(N)=N/S(N)(=O)=O)cs1
 : -2	-58
> Cc1cc(Nc2cc(F)ccc2C)n2nc(C)nc2n1
 : -11	nt
> Cc1ccc(Cn2nnnc2CN2CCC(NC(=O)c3ccccc3F)CC2)cc1
 : nt	-51

(list continues)
| canonical_smiles | HIV RNase H inh | RmlCD inh mix |
| --- | --- | --- |
| CCN(CC)CCNc1nc2ccccc2n1C | -3 | -11 |
| COc1ccccc1N1CCN(C2CCCC(C)C2)CC1 (centres undefined) | nt | 11 |
| CCc1cc2c(CN3CCN(CCO)CC3)cc(=O)oc2cc1O | -11 | 61* |
| Cc1ccc(SC/C(O)=C(\C#N)c2nc3ccccc3n2C)cc1 | 1 | -12 |
| CC(C)N1C(=S)SC(C)(C)C1NO (centres undefined) | -6 | 8 |
| Cc1cc2nc(-c3ccc(SCc4ccc(C#N)cc4)nc3)[nH]c2cc1C | nt | -2 |
| Cc1cc(N)ccc1-n1c(C)ccc1C | -35 | -7 |
| Cc1cc(C)c2cc(C#N)c(NCCCNC(=O)CCC(=O)O)nc2c1 | 2 | 31 |
| CCCCCCN(C(=O)CCCCCN1C(=O)NC(c2ccc(-c3ccccc3)cc2)C(C(=O)OCc2ccccc2)=C1C)C(C(=O)NCCCC)c1ccc(-c2ccccc2)cc1 (centres undefined) | nt | 2 |
| O=C(C1Cc2ccccc2CN1S(=O)(=O)c1ccc(F)cc1)N1CCOCC1 (centres undefined) | nt | -9 |
| O=C1c2ccccc2CCC12N=NCC2c1ccccc1 (centres undefined) | nt | 15 |
| CCOC(=O)Cn1nc(C)n(-c2ccc(C(C)C)cc2)c1=O | nt | -2 |
| COc1ccc2[nH]cc(CC(=O)O)c2c1 | nt | 10 |
| COc1ccc2[nH]c(=O)c(CN(CC3CCCO3)C(=O)Nc3ccccc3OC)cc2c1 (centres undefined) | -11 | -9 |
| CCN1c2ccccc2NC2C1C(C(C)=O)C(=O)N2c1ccc(Cl)cc1 (centres undefined) | 17 | 21 |
| COc1ccc(NS(=O)(=O)c2ccc(NC(=S)NC(=O)CC(C)C)cc2)cc1 | nt | -2 |
| Cc1sc(NC(=O)c2ccc(OCC(C)C)cc2)c(C(N)=O)c1-c1ccc(Cl)cc1Cl | nt | -31 |
| COC(=O)c1cc(-c2ccccc2)on1 | nt | -13 |
| CCCCOC(=O)CN1C(=O)c2ccc(C(=O)OCCCC)cc2C1=O | -3 | -8 |
| CCOC(=O)C(=O)Nc1nnc(C2CCCCC2)s1 | nt | 11 |
| N#CC1=C(N)SC(N)=C(C#N)C1C1C=CCCC1 (centres undefined) | nt | 6 |
| CCCc1cc(-n2ccnc2)n2c(nc3ccccc32)c1C#N | -6 | nt |
| COc1ccc(C(=O)CSc2nnc(-c3cnccn3)n2Cc2ccco2)cc1 | -18 | 5 |
| Cc1cc(NC(=O)CCN2CCC(C(N)=O)CC2)ccc1Br | 5 | -8 |
| CCCn1c(C(=O)OC)cc2c1ccn2-c1ccc(F)cc1 | nt | 2 |
| COc1ccc(N2CCN(S(=O)(=O)c3cccc4nsnc34)CC2)cc1 | nt | -10 |
| O=C(OC(C(=O)NCc1cccs1)c1ccccc1Cl)c1ccco1 (centres undefined) | -24 | 9 |
| O=c1cc(-c2ccc(F)cc2)oc2ccccc12 | nt | -7 |
| COc1cccc(N2CCN(C3CC(=O)N(c4ccc(C)c(Cl)c4)C3=O)CC2)c1 (centres undefined) | 4 | 16 |
| O=C1N(c2ccc(Cl)c(Cl)c2)CN(Cc2ccccc2)CN1n1cnnc1 | -5 | -9 |
| Cc1ccc(C2CC(=O)Nc3sc(C(N)=O)c(N)c32)cc1 (centres undefined) | -5 | -6 |
| Brc1cnc(N2CCCC2)nc1N1CCOCC1 | -24 | -7 |
| CCc1ccc(NC(=O)Cn2nc(C(F)(F)F)c3c2CCC3)cc1 | nt | -10 |
| Cc1ccccc1NC(=O)C(NS(=O)(=O)c1ccc2c(c1)c(=O)n(C)c(=O)n2C)c1ccccc1 (centres undefined) | nt | -3 |
| O=C1NC[C@H](c2ccccc2)N(CCc2cc(C(F)(F)F)cc(C(F)(F)F)c2)C1=O | nt | 6 |
| COc1ccc(NC(=O)C2CCCO2)cc1Cl (centres undefined) | nt | 4 |
| CCOC(=O)c1[nH]c2ccc(OCC)cc2c1NC(=O)CN1CCN(c2ccccc2)CC1 | -2 | -9 |
| CCOC(=O)N1CCN(c2c(NC3CCN(Cc4ccccc4)CC3)c(=O)c2=O)CC1 | 0 | 5 |
| COC(=O)c1c(O)ccc(Oc2ccccc2)c1C(=O)OC | -66 | 4 |
| Cc1sc2ncnc(OCC(=O)NCC3CCCO3)c2c1C (centres undefined) | -2 | -11 |
| Cc1noc(/C=C/N(C)C)c1S(=O)(=O)N1CCCC(C(=O)NC2CCCCC2C)C1 (centres undefined) | 1 | nt |
| CC(=O)N1CCN(c2cc(N3CCc4ccccc4C3)c(F)cc2[N+](=O)[O-])CC1 | nt | 18 |
| CCCCn1ccnc1C(=O)c1cccc(S(=O)(=O)N2c3ccccc3CC2C)c1 (centres undefined) | -10 | 10 |
| CCOc1ccccc1NC1c2ccccc2C(=O)N1Cc1ccco1 (centres undefined) | -33 | 6 |
| Nc1ccc2oc(-c3ccccc3Cl)cc(=O)c2c1O | nt | 5 |
| CCOC(=O)c1sc(C)c2c1NC(c1ccc(N(C)C)cc1)NC2=O (centres undefined) | nt | -13 |
| COc1cc(OC)cc(C(=O)Nc2ccc(-c3nc4ccccc4o3)c(O)c2)c1 | 40 | -214 |
| COc1cc(NC(=O)C2CCCN2S(=O)(=O)c2cccc3cccnc23)cc(OC)c1OC (centres undefined) | -3 | nt |
| CN(C)c1ccc(C(=O)Nc2nnc(-c3ccc(Cl)cc3)o2)cc1 | 57* | 5 |
| Cc1c(Br)c([N+](=O)[O-])nn1CC(=O)NCc1cccs1 | nt | 4 |

New compounds follow.
| canonical_smiles | HIV RNase H inh | RmlCD inh mix |
| --- | --- | --- |
| Cc1cc(CCN2CCC(=O)NC2=O)ccc1OC(C)C | -14 | -10 |
| Cc1cccc(-c2nnc(SCC#N)n2Cc2ccccc2)c1 | -28 | 1 |
| Fc1ccc(CSc2nc3ccccc3[nH]2)c2ccccc12 | nt | 10 |
| O=C(NCc1ccccc1)OCCN1CCN(Cc2ccccc2)CCC1=O | nt | 6 |
| Cc1c(C)n(C(=O)CN2CCC(C)CC2)c2ccccc12 | nt | 22 |
| CCCOC(=O)C1[C@H]2C(=O)N(Cc3ccco3)C[C@]23C=C[C@H]1O3 (some centres undefined) | 8 | -14 |
| Cc1cc(C)c(C#N)c(SCC(=O)C(C)(C)C)n1 | nt | 8 |
| COc1cccc(NC2=CC(=O)CC(C)(C)C2)c1 | -5 | -18 |
| COc1cccc(NC(=O)CN2CCC(C)CC2)c1 | nt | 29 |
| Cc1oc(/N=C/c2ccc(Cl)cc2Cl)c(C#N)c1C | -3 | -12 |

2 entries from above, with two lines to a compound.
Values run as follows: HIV RNase H inh, RmlCD inh mix
COCc1ccc2oc(C(=O)O)cc2c1
→ -16, 12
Cc1cc(Nc2cc(F)ccc2C)n2nc(C)nc2n1
→ -11, nt

(cont.)
| canonical_smiles | HIV RNase H inh | RmlCD inh mix |
| --- | --- | --- |
| CC1(C(=O)NCCCNc2ncc(C(F)(F)F)cc2Cl)C=CCN1C(=O)c1ccccc1 (centres undefined) | nt | 7 |
| CCN(CC)S(=O)(=O)c1ccc(N(C)Cc2cccnc2)nc1 | nt | 17 |
| COC(=O)CSC1=C(C#N)C(c2cccc(F)c2)CC(=O)N1 (centres undefined) | -11 | 8 |
| Cc1ccc(Nc2ncccc2C(=O)NCc2cccs2)c(C)c1 | nt | 8 |
| O=C(Cn1cnc2ccccc2c1=O)c1c[nH]c2ccccc12 | -20 | -46 |
| COc1ccc(OC)c(-n2c(N)c(C(=O)NCC3CCCO3)c3nc4ccccc4nc32)c1 (centres undefined) | -8 | -49 |
| Cc1ccc(Cn2c(=O)n(CCC(=O)NCc3ccc4c(c3)OCO4)c(=O)c3ccccc32)cc1 | nt | 8 |
| C1CCC(n2nnnc2CN2CCCC2)CC1 | -4 | -8 |
| Cc1nnc(SCc2ccccc2)nc1-c1ccccc1 | nt | 0 |
| CCC(C)(C(=O)NC1CCCC1)N(C(=O)CNC(C)=O)c1ccccc1 (centres undefined) | -10 | -21 |
| O=C(C1CCN(c2ncnc3c2sc2cccc(F)c23)CC1)N1CCOCC1 | -17 | -12 |
| CC(=O)N1CC=CC1(CC(C)C)C(=O)NCCc1c[nH]c2ccccc12 (centres undefined) | nt | 3 |
| Cc1ccc(SCCCCN2C(=O)NC(C)(C)C2=O)cc1 | -3 | 7 |
| Nc1ncnc(N(c2ccccc2)C2CCCCC2)c1[N+](=O)[O-] | nt | -6 |
| COc1ccc(Nc2sc(C(=O)c3ccc(Cl)cc3)c(N)c2C(=O)Nc2ccccc2OC)cc1 | nt | 3 |
| Cc1[nH]n(-c2ccc([N+](=O)[O-])cc2)c(=O)c1C=NCCN1CCN(C(=O)c2ccc(Br)cc2)CC1 | nt | -11 |
| CCc1nnc(NC(=O)[C@@H](NC(=O)c2cccc(S(=O)(=O)N(CC)CC)c2)C(C)C)s1 | nt | 5 |
| c1ccc(-c2nnc(C3CC(c4cccnc4)=NO3)o2)cc1 (centres undefined) | nt | -10 |
| COc1ccc2nc(C)c3cc(C)oc3c2c1 | -58 | 4 |
| COC(=O)CCC(=O)OC1(C)C(=O)C2=CN(Cc3ccccc3)C(c3ccc(OC)cc3)=CC2=C(Br)C1=O (centres undefined) | nt | -14 |
| CCS(=O)(=O)N1CCC(C(=O)NCCC2=CCCCC2)CC1 | -7 | -3 |
| CCCOc1ccc(C2/C(=C(/O)c3ccccc3)C(=O)C(=O)N2CCCN(C)C)cc1OC (centres undefined) | -3 | nt |
| CCn1cc(C(=O)O)c(=O)c2cc(S(=O)(=O)N(C)C)ccc21 | 6 | 6 |
| CSc1ccccc1NC(=S)Nc1ccccc1C(F)(F)F | nt | -10 |
